ELG1 genotox = genotoxicity induction in ELG1-luciferase HEK293T cells | HEK293T ELG1-luciferase reporter, luminescence, 16 h | Potency, µM (titrated, usually from 46 µM), without a hit: at the highest dose activity change, positive = activation, actives largely listed as activators | 330,000 compounds, 1.3% hits; also: potency is read from the fitted curve at half-maximal effect; % of control where 0% means no effect; nearly all actives have a fitted effect of over 60% in size
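16 hr compound incubation (37 °C, 5% CO2) of HEK293T cells carrying luciferase-tagged ELG1; luciferase then measured by ONE-Glo luminescence after 30 min at RT.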
uPA generation = cell surface uPA generation inhibition; cell surface uPA generation assay, qHTS; Potency, µM (highest dose often 38.3 µM), inactives show at the highest dose activity change, negative = inhibition, most hits filed as inhibitors; 330,000 compounds, 0.31% hits; AID 540303; active = well fitted inhibition curve with a large enough effect; inconclusive = small, poorly fitted or top-dose-only effect; inactive = no such curve, though single readings can be large or run the other way; tested in mouse RAW 264.7 cells; also: potency is read from the fitted curve at half-maximal effect; % is scaled to controls: 0 for no effect and ±100 for the full control effect; nearly all actives have a fitted effect of over 55% in size
FBPA coupling cs = inhibits coupling enzyme system, counter-screen for aldolase hits. coupling enzyme system counterscreen, AmpLite Red fluorescence. activity change, negative = inhibition, % at 58.2 µM, hits read low. 290,000 compounds, 0.67% hits; in the data active = activity change below about -30%; also: % is scaled to controls: 0 for no effect and ±100 for the full control effect
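Compounds tested against the coupling enzymes alone at 57.5 uM final; readout was AmpLite Red fluorescence (525/598 nm) after 20 min at RT.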
FLuc counter = firefly luciferase modulation, counter-screen for miR-21 project; purified FLuc, Km substrates, luminescence inhibition; Potency, µM (top dose mostly 57.5 µM), for inactives: at the highest dose activity change, negative = inhibition, most hits filed as inhibitors; P08659; 360,000 compounds, 6.9% hits; AID 588342;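 also: potency is read from the fitted curve at half-maximal effect; plate controls were vehicle for no effect and reference inhibitor for full effect; nearly all actives have a fitted effect of over 55% in size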
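Purified P. pyralis luciferase, 10 nM final, with Km-level 10 uM D-luciferin and 10 uM ATP in 50 mM Tris acetate pH 7.5, 10 mM Mg acetate, 0.01% Tween-20, 0.05% BSA; 6-point qHTS titration about 60 µM downward; luminescence read.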
NPC1 promoter act = activates the NPC1 promoter | Huh7 NPC1 promoter luciferase reporter, 24 h | 320,000 compounds, 2.4% hits | AID 485313 | Potency, µM (titrated, usually from 9.22 µM), for the others: at the top dose activation, most hits filed as activators;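 also: potency is read from the fitted curve at half-maximal effect; % of control where 0% means no effect; nearly all actives have a fitted effect of over 60% in size; reporter is driven by a mutant NPC1 promoter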
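Readout is luciferase luminescence, reflecting NPC1 promoter activation in stably transfected Huh7 cells after 24 h compound exposure at 37 °C in reduced-serum medium with 10% FBS.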
KCNH2 3.1 inh = inhibitors of human KCNH2 3.1 potassium channel isoform; activity change, % (tested at about 1.8 µM); U2OS KCNH2 3.1, thallium flux FluxOr; stronger effect = lower value; 340,000 compounds, 0.95% hits;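 active = maximum activity change below -70%; inconclusive = maximum activity change from -70% to -50%; inactive = maximum activity change above -50%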;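 also: thallium influx rate constant from kinetic fluorescence after stimulation buffer; % is scaled to controls: 0 for no effect and ±100 for the full control effect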
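FluxOr-based Tl+ influx in U2OS cells transduced with KCNH2 3.1 virus; rate constants normalized to DMSO controls.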
RORgamma inh = blocks mouse ROR gamma transcriptional activity; P51450; Drosophila S2 Gal4-RORgamma UAS-luciferase reporter, 20 h; Potency, µM (titrated, usually from 53.6 µM), for the others: at the highest dose activity change, negative = inhibition, hits mostly inhibitors; 310,000 compounds, 5.4% hits; also: potency is read from the fitted curve at half-maximal effect; % is scaled to controls: 0 for no effect and ±100 for the full control effect; nearly all actives have a fitted effect of over 60% in size
Target sequence (P51450 whole entry, looked up, the tested form may be a part): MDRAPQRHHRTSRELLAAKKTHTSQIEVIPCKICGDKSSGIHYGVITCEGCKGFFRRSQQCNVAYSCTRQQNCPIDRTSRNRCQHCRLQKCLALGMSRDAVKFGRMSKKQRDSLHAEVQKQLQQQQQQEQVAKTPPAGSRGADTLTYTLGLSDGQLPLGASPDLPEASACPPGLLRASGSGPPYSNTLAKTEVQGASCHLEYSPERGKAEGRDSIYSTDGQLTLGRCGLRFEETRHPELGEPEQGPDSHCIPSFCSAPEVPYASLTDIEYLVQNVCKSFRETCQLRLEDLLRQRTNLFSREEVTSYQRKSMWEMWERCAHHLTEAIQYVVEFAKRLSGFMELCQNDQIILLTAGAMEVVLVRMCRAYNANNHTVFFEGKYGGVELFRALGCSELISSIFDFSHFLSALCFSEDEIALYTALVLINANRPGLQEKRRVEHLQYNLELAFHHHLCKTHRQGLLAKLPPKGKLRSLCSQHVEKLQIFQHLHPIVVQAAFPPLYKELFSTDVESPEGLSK
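Stable Schneider cell line, Gal4 DNA-binding domain fused to ROR gamma, UAS-luciferase. Cmpd 1 hr RT → CuSO4 700 uM final → 20 hr RT → luciferase reagent 10 min → luminescence.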
Tb PFK block = T. brucei PFK enzyme inhibition. O15648. T. brucei PFK, ADP-Glo luminescence. Potency, µM (titrated, usually from 57.5 µM), for the others: at the highest dose activity, negative = inhibition, most hits filed as inhibitors. 330,000 compounds, 0.17% hits;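 also: potency is read from the fitted curve at half-maximal effect; 0% = uninhibited 1x PFK enzyme wells and -100% = no-enzyme wells; nearly all actives have a fitted effect of over 60% in size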
Target sequence (O15648 whole entry, looked up): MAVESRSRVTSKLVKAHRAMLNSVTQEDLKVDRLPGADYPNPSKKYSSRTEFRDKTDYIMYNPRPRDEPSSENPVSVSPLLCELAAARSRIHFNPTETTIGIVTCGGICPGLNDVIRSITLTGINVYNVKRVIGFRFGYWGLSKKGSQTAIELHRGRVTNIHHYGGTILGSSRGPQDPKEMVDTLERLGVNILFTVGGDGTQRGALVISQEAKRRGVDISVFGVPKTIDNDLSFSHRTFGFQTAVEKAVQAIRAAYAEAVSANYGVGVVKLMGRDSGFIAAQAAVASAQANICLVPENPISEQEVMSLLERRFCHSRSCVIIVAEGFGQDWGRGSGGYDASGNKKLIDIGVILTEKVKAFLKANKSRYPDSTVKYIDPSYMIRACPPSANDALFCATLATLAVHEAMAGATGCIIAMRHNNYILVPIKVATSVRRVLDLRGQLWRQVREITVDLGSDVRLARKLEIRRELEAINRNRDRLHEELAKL
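Luminescent ADP detection (ADP-Glo, two-step: ATP depletion then ADP-to-ATP conversion for luciferase) reported PFK activity after 45 min room-temperature reaction of 1.25 nM enzyme with 0.5 mM F6P and 0.1 mM ATP at pH 8.0.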
Rab9 promoter act = activators of Rab9 promoter. Huh7 Rab9 promoter-luciferase reporter, luminescence, 24 h. 320,000 compounds, 2.8% hits. AID 485297. Potency, µM (highest dose often 9.22 µM), for inactives: top-dose activation, negative = inhibition, usual class: activators; also: potency is read from the fitted curve at half-maximal effect; % of control where 0% means no effect; nearly all actives have a fitted effect of over 60% in size
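Luciferase signal after 10 min detection reagent at ambient indicates Rab9 promoter upregulation; stably transfected Huh7 cells were treated 24 h with compound in DMSO at 37 °C, 5% CO2.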
Giardia killer = Giardia lamblia killing. Giardia lamblia trophozoite viability. activity change, % at 7.66 µM, hits read low. 340,000 compounds, 0.15% hits; in the data active = activity change below about -80%; inconclusive = between about -30% and that limit;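 also: parasites exposed to compound for two days anaerobically before the ATP read; % is scaled to controls: 0 for no effect and ±100 for the full control effect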
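Giardia lamblia trophozoites (100 cells/well) were incubated with compounds for 48 h at 37 deg C under anaerobic conditions. Viability was read as ATP content by one-step luminescence after 15-30 min at room temperature.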
VP16 counter = counter-screen for ROR gamma inhibitors: Gal4-VP16 reporter | Drosophila S2 Gal4-VP16 UAS-luciferase, luminescence, 20 h | 310,000 compounds, 3.5% hits | Potency, µM (top dose mostly 53.6 µM), for the others: top-dose activity, negative = inhibition, hits mostly inhibitors | AID 2546;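 also: Gal4-VP16 expression switched on by copper sulfate through the metallothionein promoter; potency is read from the fitted curve at half-maximal effect; % is scaled to controls: 0 for no effect and ±100 for the full control effect; nearly all actives have a fitted effect of over 50% in size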
* = called active by the depositor; ? = inconclusive; / = not tested or not shown; & = joins results of further samples; [ ] = another dose, or the depositor's remark. Unless noted, calls follow the shape of the dose curve; as a rule, active = well fitted curve in the direction sought with a large enough effect; inconclusive = small, poorly fitted or top-dose-only effect, or another doubt; inactive = no such curve, though single readings can be large; an effect the other way counts as inactive or inconclusive.

SMILES,ELG1 genotox,uPA generation,FBPA coupling cs,FLuc counter,NPC1 promoter act,KCNH2 3.1 inh,RORgamma inh,Tb PFK block,Rab9 promoter act,Giardia killer,VP16 counter
Nc1ccnc(Oc2ccc(F)cc2)c1,6%,-1%,-3,-4%,7%,4,19%,-2%,8%,-1,0%
COc1ccccc1NS(=O)(=O)c1ccc2c(c1)N(C(C)=O)CC(C)S2 (stereo not given),-4%,-10%,2,3%,-4%,-19,?,0%,-2%,9,-14%
N#C/C(=C(/O)CN1CCOCC1)c1nc2ccccc2s1,12%,6%,5,-20%,4%,6,22%,12%,13%,19,-1%
O=S(=O)(c1ccc(F)cc1)N1CC2CCCN2c2ccc(C(F)(F)F)cc21 (stereo not given),-5%,6%,-11,1%,-8%,-14,?,2%,-5%,-1,-4%
CCOc1ccc(N2CC(C(=O)NCCc3ccc(OC)c(OC)c3)CC2=O)cc1 (stereo not given),1%,5%,2,1%,-3%,-5,24%,-1%,-6%,-1,-2%
O=C(CSc1ccc(-c2ccco2)nn1)Nc1cccc(F)c1,-5%,0%,/,12µM*,-3%,/,27%,0%,-2%,-7,-3%
O=C(NCc1ccccc1F)C1CCCN1C(=O)NCc1ccccc1 (stereo not given),1%,2%,3,-3%,1%,9,-2%,0%,-2%,-3,-6%
CCOc1cc(-c2c(C#N)c(N)nc3c2CCCC3)ccc1O,-2%,-1%,2,5%,-5%,1,-14%,4%,18%,-3,-4%
CCC(C)NC(=O)c1ccccc1NC(=O)c1ccc(CSc2ccccc2)cc1 (stereo not given),7%,0%,-2,-6%,-3%,-8,-8%,3%,0%,3,?
CCOC(=O)C1=C(COC(=O)[C@@H](NC(=O)c2cccc(C)c2)C(C)C)NC(=O)NC1C (stereo not given in full),1%,2%,/,/,/,4,/,0%,/,-4,/
COc1cc(OC)cc(C(=O)OCC(=O)NC(c2ccccc2)c2ccccc2)c1,4%,-1%,/,-1%,0%,0,/,-2%,-9%,-24,/
CNC(=S)NNC(=O)CNc1ccc(C)c(Cl)c1,-9%,4%,2,-2%,-6%,1,5.6µM*,-28%,2%,30,13µM*
CC(=O)NS(=O)(=O)c1ccc(NC(=O)c2cc(-c3ccc(C)c(C)c3)nc3ccccc23)cc1,3%,6%,0,1.3µM*,13%,-6,15%,?,10%,-21,4%
N#CCCNS(=O)(=O)c1ccc(C(=O)OCCCOC(=O)c2ccc(S(=O)(=O)NCCC#N)cc2)cc1,-12%,4%,/,1.2µM*,16%,22,11µM*,0%,11%,-6,18µM*
Cc1cc(NC(=O)c2c(Br)cnn2C)no1,-1%,-1%,1,0%,-3%,-5,/,-1%,0%,-14,/
Cc1nc(/C=C/c2ccccc2)[nH]c(=O)c1-c1ccccc1,?,-23%,-1,1.9µM*,?,-10,-15%,1%,0.63µM*,13,2%
CCOc1ccc(/C=N/NC(=O)NC23CC4CC(CC(C4)C2)C3)cc1O,-6%,4%,-2,?,0%,-3,?,-3%,-2%,-9,-19%
O=C(CN(Cc1ccccc1)S(=O)(=O)c1ccc(F)cc1)NCc1ccncc1,-3%,0%,2,2%,-1%,-1,-5%,1%,0%,-1,7%
CC(=O)c1ccc(NC(=O)Cc2ccsc2)cc1,?,-1%,0,?,?,19,-3%,-18%,?,16,-6%
O=C(CSc1nnc(Cc2cc(=O)[nH]c(=O)[nH]2)n1-c1ccccc1)N1CCCc2ccccc21,4%,-2%,2,-5%,0%,-1,26%,-7%,4%,2,-1%
CC1=NC(C(F)(F)F)(C(F)(F)F)C2=C(CC(C)(C)CC2=O)N1Cc1ccco1,-6%,9%,7,0%,-4%,-15,0%,-1%,-8%,22,3%
CCN(CC)S(=O)(=O)c1ccc(S(=O)(=O)N2CCCC(C(=O)NC3CC3)C2)cc1 (stereo not given),-41%[inhibitor],0%,2,1%,-21%,29,?,-4%,-21%,-21,?
O=C(NCCO)C1(c2ccccc2)CCCC1,1%,11%,3,0%,-2%,-3,5%,-10%,-1%,6,-12%
COc1ccccc1C(=O)NNC(=O)c1ccc(Br)o1,?,-6%,/,17µM*,?,2,-26%,3%,20%,4,5%
COCCCNC(=O)CCc1nc(-c2ccccc2Cl)no1,1%,-1%,4,-1%,2%,-5,-26%,0%,-2%,7,-7%
Cc1ccc(NC(=O)c2cc(S(=O)(=O)N3CCCC3)c[nH]2)c(C)c1,-3%,0%,0,-2%&0%,-7%,-3,1%,0%,-1%,-3,-7%
CC1CN(S(=O)(=O)c2ccc(NC(=O)c3cc(-c4ccccc4O)n[nH]3)cc2)CC(C)O1 (stereo not given),-13%,-10%,-5,-1%,-6%,-15,?,7%,-5%,13,-25%
COc1ccc(-c2nn3cnnc3s2)cc1OC,5%,/,1,4%,-1%,-17,-14%,0%,-1%,-9,-2%
Cn1c(=O)c2[nH]c(-c3ccccc3O)nc2n(C)c1=O,-6%,/,-4,-17%,25%,/,-10%,2%,-5%,/,-1%[0.365 µM]
COCCOC(=O)c1c(C)oc2ccc(OCC=C(C)C)cc12,-3%,3%,0,-14%,0%,10,2%,7%,5%,-4,-8%
N#Cc1c(N)oc(-c2ccccc2)c1-c1ccccc1,2%,4%,3,4%,2%,10,26%[10 µM],0%,-3%,1,-1%
Cn1c(SCC(=O)Nc2sccc2C(N)=O)nnc1-c1ccncc1,0%,-1%,1,0%,3%,-2,20%,0%,-3%,7,1%
CN1C(=O)c2ccc(NC(=O)CCS(=O)(=O)c3ccccc3)cc2C1=O,5%,-9%,-3,2%,1%,0,24%,-5%,-7%,-8,?
COc1cccc(-n2c(SCC(N)=O)nc3ccccc3c2=O)c1,3%,3%,0,-3%,2%,0,3%,2%,-7%,4,-11%
CC(C)(C)c1ccc(C(=O)OCC(=O)N2CCC(c3ccccc3)=N2)cc1,-4%,2%,/,-1%,0%,-16,/,-11%,0%,-13,/
CN1CCN(C(=S)NC(=O)/C=C/c2cccs2)CC1,4%,3%,3,-23%,-4%,-12,10µM*,1%,3%,22,?
CC(C)CCC(O)(c1ccccc1)C(CN1CCOCC1)c1ccccc1 (stereo not given),-6%,3%,0,0%,-3%,-5,24%,10%,-3%,7,-14%
O=C(CC(c1ccccc1)(c1ccccc1)c1ccccc1)N[C@@H](Cc1ccccc1)C(=O)O,-2%,-2%,8,2%,0%,-2,0%,-2%,14%,-14,-7%
Cc1nnc(SCc2ccccc2F)n1NCc1cccs1,?,4%,-6,-17%,18%,0,37%,-7%,4%,4,29%
CC(=O)N1CCCc2cc(S(=O)(=O)N3CCCC(C)C3)ccc21 (stereo not given),7%,0%,-2,0%,-3%,4,-20%,1%,5%,3,20%
CCOc1ccccc1C(=O)Nc1nnc(COC)s1,-2%,-2%,0,-6%&3%,-8%,-3,?,0%,-1%,5,?
O=C(CCc1ccccc1)N[C@@H]1c2ccccc2CC[C@@H]1OCc1ccccc1,0%,3%,/,/,/,4,/,-1%,/,8,/
O=C(O)CSc1nc2ccccc2nc1Cc1ccccc1F,4%,-1%,1,-11%,-2%,14,-1%,-1%,3%,1,19%
Cc1ccc(OCC(=O)Nc2ccc(C(N)=O)cc2)cc1,1%,11%,1,-19%,1%,2,-11%,6%,-6%[1.84 µM],-11,17%
Cc1ccc(C(C)C)c(OCc2nn(CC(=O)c3ccc(Cl)cc3)c3[n+]2CCCCC3)c1,-1%,5%,0,-2%,-9%,9,?,18%,-8%,-8,?
Cc1ccc(-c2nnc(N3CCN(c4ccccn4)CC3)c3ccccc23)cc1,-39%[inhibitor],-12%,2,-7%,-2%,-18,20%[0.365 µM],-21%,1%,11,/
COc1ccc(-c2nnc(SCC(=O)Nc3c(Cl)cc(Cl)cc3C(=O)O)o2)cc1,-3%,4%,/,/,/,0,/,4%,/,-12,/
O=C(c1ccco1)N1CCN(C(=O)C(Cc2ccccc2)NS(=O)(=O)c2cccs2)CC1 (stereo not given),-3%,/,3,-1%,2%,-2,15%,0%,19%,8,0%
C/C(=N\NC(=O)CN(c1ccccc1)S(=O)(=O)c1ccccc1[N+](=O)[O-])C(C)(C)C,-2%,7%,2,-2%,1%,-1,3%,-1%,1%,-8,5%
COc1ccc(S(=O)(=O)N(CCCN2CCCC2=O)Cc2cc3c(C)cc(C)cc3[nH]c2=O)cc1,-30%[inhibitor],-8%,2,-10%,4%,-2,31%,2%,-3%,12,2%
COc1ccc(/C(C)=N/NC(=O)c2ccc3nc[nH]c3c2)cc1,11%,-14%,/,?,-2%,10,1%,0%,0%,5,-16%

Compound activity as filed in PubChem BioAssay.

Not a hit list; about 14% have a hit in one of these screens.
